# Screens as filed in PubChem BioAssay.
# Glioma ERSR ind: induces the endoplasmic reticulum stress response in human glioma cells. U87-MG GRP78 promoter luciferase reporter, 16 h. Potency, µM, inactives show top-dose activation, most hits filed as activators. 420,000 tested, 0.02% active. AID 602332; also: potency is read from the fitted curve at half-maximal effect; series mostly up to about 76 µM; % of control where 0% means no effect; nearly all actives have a fitted effect of over 35% in size
#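 Stably transfected U87-MG human glioma cells carrying a GRP78-based luminescent sensor were seeded at 1000 cells/well, pin-dosed with compounds and incubated 16 h. Luciferase reagent was then added, and end-point luminescence was read after 10 min at room temperature.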
# PI4K2A inh: PI4K2A (human) kinase inhibition; 420,000 tested, 0.13% active; activity change, negative = inhibition, % at 76.9 µM; purified PI4K2A, ADP-Glo luminescence, 1 h; active compounds read low; Q9BTU6; in the data active = activity change below about -50%; inconclusive = mostly about -30% to -49%;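 also: -100% = wells without enzyme as full effect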
# Target sequence (Q9BTU6 whole entry, looked up): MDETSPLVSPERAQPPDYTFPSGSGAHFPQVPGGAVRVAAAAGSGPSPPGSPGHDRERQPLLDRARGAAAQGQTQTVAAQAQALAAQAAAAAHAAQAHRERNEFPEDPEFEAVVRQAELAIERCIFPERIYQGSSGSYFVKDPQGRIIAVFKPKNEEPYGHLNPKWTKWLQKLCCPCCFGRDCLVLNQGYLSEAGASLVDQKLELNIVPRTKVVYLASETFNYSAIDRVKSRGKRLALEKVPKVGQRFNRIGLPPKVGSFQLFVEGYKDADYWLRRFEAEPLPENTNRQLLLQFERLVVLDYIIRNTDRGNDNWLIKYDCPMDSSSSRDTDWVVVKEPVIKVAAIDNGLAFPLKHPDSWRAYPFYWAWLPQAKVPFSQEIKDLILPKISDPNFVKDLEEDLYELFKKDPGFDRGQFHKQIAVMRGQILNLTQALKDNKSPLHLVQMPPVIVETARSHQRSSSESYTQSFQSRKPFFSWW
#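 ADP-Glo luminescence measured ADP generated by PI4K2A enzyme (4 ug/mL before mixing) with 1.2 mM PI substrate (pre-mix) and 300 microM ATP (pre-mix). Tris pH7.5 buffer with MgCl2, Triton X-100; 1 h reaction at ambient temperature.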
# USP1-UAF1 inh: blocks the human USP1/UAF1 deubiquitinase complex; O94782; recombinant USP1/UAF1, Ub-Rhodamine cleavage fluorescence; Potency, µM (series often up to 57.1 µM), for the others: at the highest dose activity change, negative = inhibition, usual class: inhibitors; 390,000 tested, 0.23% active; AID 743255; also: potency is read from the fitted curve at half-maximal effect; % is scaled to controls: 0 for no effect and ±100 for the full control effect; nearly all actives have a fitted effect of over 60% in size; inactives centre near -12
#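 USP1/UAF1 complex at 1 nM was preincubated with compound for 15 min at room temperature, then Ub-Rho substrate (150nM final) was added. Fluorescence (480/540 nm) was read kinetically, 6 reads every 60 seconds.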
# RXFP1 ag: agonists of human relaxin receptor RXFP1. HEK293T-RXFP1 cAMP TR-FRET, 30 min; response scale: percent of porcine relaxin response, buffer zero. Potency, µM (highest dose often 57.5 µM), without a hit: at the highest dose activation, hits mostly activators. 370,000 tested, 0.3% active. AID 2676; also: potency is read from the fitted curve at half-maximal effect; % is scaled to controls: 0 for no effect and ±100 for the full control effect; nearly all actives have a fitted effect of over 60% in size; many of its hits are not listed in these tables
#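 HEK293T cells stably expressing RXFP1 were pretreated with the PDE4 inhibitor Ro 20174, exposed to compounds for 30 min at 37C, lysed, and cAMP was read by TR-FRET. Data normalized to buffer (basal) and 29 nM porcine relaxin (100%).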
# mIDH1 inhibitor: human IDH1 R132H inhibition | 390,000 tested, 0.093% active | O75874 | Potency, µM (highest dose often 76.6 µM), for the others: at the highest dose activity change, negative = inhibition, actives largely listed as inhibitors | IDH1-R132H enzyme, NADPH consumption, diaphorase/resazurin fluorescence | AID 602179; also: potency is read from the fitted curve at half-maximal effect; % is scaled to controls: 0 for no effect and ±100 for the full control effect; nearly all actives have a fitted effect of over 65% in size
#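 IDH1-R132H (0.5 ug/mL dispensed) in pH 7.5 Tris buffer was preincubated 30 min with compound, then given a substrate mix of 0.016 mM NADPH and 2 mM alpha-KG for 80 min at room temperature; remaining NADPH was read by diaphorase/resazurin fluorescence.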
# Vif-APOBEC3F blk: inhibitors of Vif-A3F interaction; 390,000 tested, 0.2% active; Potency, µM (highest dose often 46.1 µM), inactives show at the highest dose activity, negative = active; HeLa A3F-eYFP + Vif (tagged APOBEC3F with the HIV-1 protein that degrades it), YFP fluorescence increase; also: potency is read from the fitted curve at half-maximal effect; % of control where 0% means no effect; nearly all actives have a fitted effect of over 65% in size
#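 HeLa cells stably expressing Vif plus C-terminally eYFP-tagged A3F were seeded, incubated overnight at 37 deg C, dosed with compound, incubated overnight again at 37 deg C. Yellow fluorescence (Ex 488/Em 500-530) reported blocked Vif-mediated A3F-eYFP degradation.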
# LDHA block: blocks human lactate dehydrogenase A. P00338. purified LDHA, NADH/diaphorase-resazurin fluorescence; active compounds read low. activity change, % (values are at about 110 or 230 µM). 480,000 tested, 0.15% active. AID 1347041; in the data active = activity change below about -30%; inconclusive = mostly about -25% to -30%;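 also: plate controls were DMSO wells for no effect and wells without enzyme for full effect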
#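 Remaining NADH was detected by diaphorase (0.133 mg/mL) converting 37 µM resazurin to fluorescent resorufin, read at 0 and 20 minutes. The preceding 5-minute room-temperature reaction used 2 nM LDHA, 0.2 mM sodium pyruvate and 0.06 mM NADH at pH 7.4.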
# Vif-APOBEC3G blk: Vif-A3G binding inhibition | HeLa A3G-eYFP + Vif (tagged APOBEC3G with the HIV-1 protein that degrades it), YFP fluorescence, overnight | AID 602310 | 410,000 tested, 0.076% active | Q9HC16 | Potency, µM (series often up to 46.1 µM), without a hit: at the highest dose activity, negative = active, usual class: inhibitors;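 also: potency is read from the fitted curve at half-maximal effect; % is scaled to controls: 0 for no effect and ±100 for the full control effect; nearly all actives have a fitted effect of over 60% in size; hits raise eYFP signal because A3G escapes Vif-driven loss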
# Target sequence (Q9HC16 whole entry, looked up): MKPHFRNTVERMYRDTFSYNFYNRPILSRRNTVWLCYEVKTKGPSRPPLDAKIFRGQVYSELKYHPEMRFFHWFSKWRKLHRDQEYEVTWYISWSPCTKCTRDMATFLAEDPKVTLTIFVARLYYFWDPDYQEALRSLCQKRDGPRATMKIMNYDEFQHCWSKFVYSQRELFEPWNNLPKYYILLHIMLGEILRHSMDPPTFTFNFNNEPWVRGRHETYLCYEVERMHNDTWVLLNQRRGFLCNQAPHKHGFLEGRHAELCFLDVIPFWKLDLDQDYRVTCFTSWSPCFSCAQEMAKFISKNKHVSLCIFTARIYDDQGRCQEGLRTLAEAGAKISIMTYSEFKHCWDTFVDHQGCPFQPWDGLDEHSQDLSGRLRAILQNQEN
#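 Read-out is eYFP fluorescence (Ex 488/Em 500-530) from Vif-expressing HeLa A3G-eYFP cells; more signal means A3G escaped Vif-mediated degradation. Cells plated overnight, compound pinned in, incubated overnight at 37 deg C.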
# TrxR1 substrate: rat thioredoxin reductase 1 substrate activity | O89049 | purified TrxR1 substrate turnover, NADPH consumption readout | Potency, µM (highest dose often 114 µM), without a hit: at the top dose activity change, negative = substrate turnover | 390,000 tested, 0.01% active; also: potency is read from the fitted curve at half-maximal effect; % is scaled to controls: 0 for no effect and ±100 for the full control effect; nearly all actives have a fitted effect of over 50% in size
#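 Rat TrxR1, dispensed at 90 nM, was prereduced with 400 uM NADPH (final) for 5 min at ~22 deg C, then incubated with compound 15 min before 400 uM selenite. A first-read NADPH fluorescence drop versus no-compound background flagged substrates.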
# An asterisk follows results filed as active; u = inconclusive; x = not tested or not shown; & = joins results of further samples; [ ] = another dose, or the depositor's remark. Unless noted, calls follow the shape of the dose curve; as a rule, active = well fitted curve in the direction sought with a large enough effect; inconclusive = small, poorly fitted or top-dose-only effect, or another doubt; inactive = no such curve, though single readings can be large; an effect the other way counts as inactive or inconclusive. The list is partial; count on the stated rates, not on these rows.
SMILES,Glioma ERSR ind,PI4K2A inh,USP1-UAF1 inh,RXFP1 ag,mIDH1 inhibitor,Vif-APOBEC3F blk,LDHA block,Vif-APOBEC3G blk,TrxR1 substrate
COc1ccc(/C=N/NC(N)=S)cc1OC(=O)c1cccc2ccccc12,0%,5,-3%,-1.1%,-1%,-2%,-8,-27%,8%[57.1 µM]
COC(=O)[C@@H]1C[C@@H]2CC[C@@H](O)C[C@@H]2N1Cc1ccc(Cl)cc1,-5%,-2,-32%,-0.9%,-7%,-1%,1,-8%,4%
NC(=O)CSc1nc2ccc(NC(=O)COc3ccccc3Cl)cc2s1,2%,-4,-26%,0.0%,-7%,0%,-3,-5%,-1%
CCN(CC)CC#CCC(O)(c1ccccc1)C1CCCCC1 (stereo not drawn),-7%,1,-25%,0.9%,2%,-1%,-3,3%,5%
C=CCNc1nc(N)c([N+](=O)[O-])c(NCCO)n1,-6%,2,-7%,7.2%,-1%,7%,-9,1%,-14%
CCN1CCN(CCC(=O)Nc2ccc3c(c2)OCO3)CC1,5%,5,3%,0.8%,-3%,-2%,4,0%,-8%
COCc1cc(CN(C)C(=O)c2oc3c(F)cccc3c2C)[nH]n1,4%,-4,-17%,1.8%,-5%,-2%,0,1%,-1%
Cc1ccc(Nc2c(-c3ccc(N4CCOCC4)cc3)nc3c(C)cccn23)cc1,-5%,1,-1%,4.5%,0%,-1%,1,1%,132%[activator]
CC(C)(c1ccccc1)c1ccc(OCCN)cc1,-5%,-3,-6%,0.7%,7%,-6%,-3,-2%,9%[57.1 µM]
COc1ccc(N2CCN(C(=O)C34CCC(C)(C(=O)C3)C4(C)C)CC2)cc1 (stereo not drawn),-4%,0,-21%,-1.7%,5%,1%,4,1%,2%

# 2 compounds from above, limited to Glioma ERSR ind and Vif-APOBEC3F blk.
compound | Glioma ERSR ind | Vif-APOBEC3F blk
Cc1ccc(Nc2c(-c3ccc(N4CCOCC4)cc3)nc3c(C)cccn23)cc1 | -5% | -1%
CCN1CCN(CCC(=O)Nc2ccc3c(c2)OCO3)CC1 | 5% | -2%

# Other records follow:
SMILES,Glioma ERSR ind,PI4K2A inh,USP1-UAF1 inh,RXFP1 ag,mIDH1 inhibitor,Vif-APOBEC3F blk,LDHA block,Vif-APOBEC3G blk,TrxR1 substrate
CCC1=C(c2ccc(C)cc2)S(=O)(=O)N=C1N1CCC(C(=O)NCCc2ccc(Cl)cc2)CC1,-3%,2,0%,-0.7%,2%,6%,-1,4%,-6%
COC(=O)c1cc(NC(=O)CN2CCN(C(C)=O)CC2)cc(C(=O)OC)c1,-4%,17,-17%,5.1%,-1%,-6%,-8,1%,7%[57.1 µM]
CC1C(=O)N(Cc2cn(Cc3ccco3)nn2)CCS(=O)(=O)N1Cc1ccc(-c2ccncc2)cc1 (stereo not drawn),-1%,-27,-11%,x,15%,0%,1,1%,x
COc1ccc(Cl)cc1S(=O)(=O)NC(C)C(=O)NCCN1CCOCC1 (stereo not drawn),-6%,-22,-2%,x,1%,2%,-5,0%,-5%
Cc1c(C(=O)Nc2ccccn2)oc2c(Cl)cccc12,1%,3,-7%,0.5%,3%,-12%,-9,-8%,-10%
Cc1cccc(C(=O)NC2CCN(CC(=O)NCc3ccccc3F)CC2)c1,-1%,5,u,0.8%,5%,-29%,-2,3%,2%
Cc1cc(C)n(CCc2nc(-c3cc4ccccc4o3)cs2)n1,11%,-3,-24%,1.8%,4%,-1%,0,1%,-9%
CN1CCc2c(sc(NC(=O)CS(=O)(=O)c3ccc(F)cc3)c2C(N)=O)C1,-3%,-12,-17%,0.2%,4%,1%,4,-4%,-2%
COc1cc(/C=N/Nc2nc(=O)[nH]nc2C)ccc1O,3%,-7,-13%,-2.1%,2%,1%,-1,-4%,-8%
CC(C)C[C@@]12C(=O)N(c3cccc(Br)c3)C(=O)N1[C@H](c1ccc(F)cc1)[C@@H]1C(=O)N(C3CCCCC3)C(=O)[C@@H]12,-4%,-6,u,0.1%,-6%,-2%,-8,-9%,3%[57.1 µM]
CC1(C(=O)NCc2cccnc2)CCN1C(=O)Cc1cccs1 (stereo not drawn),-2%,-3,x,x,x,x,-5,-1%,x
CCC(C)(C)C(=O)Nc1ccc(C(N)=O)cc1,2%,7,2%,-3.2%,-2%,10%,-8,-1%,5%[57.1 µM]
O=C(NCC(c1ccc2c(c1)OCO2)N1CCOCC1)C(=O)Nc1ccc(Cl)cc1 (stereo not drawn),-3%,-3,-4%,0.5%,-12%,0%,-4,2%,-4%[57.1 µM]
Cc1ccc(C2=NOC(C)(c3nnc(-c4ccc(F)cc4)o3)C2)cc1 (stereo not drawn),0%,0,-16%,-0.1%,-4%,0%,0,4%,-2%
O=C(Nc1ccc(F)cc1F)C1(c2cccs2)CCOCC1,-3%,0,-20%,0.3%,-5%,0%,0,-1%,3%
CC(=O)NCCOc1nc(N(C)C)nc(N2CCCCC2)n1,-2%,1,-18%,-1.8%,-13%,6%,-12,2%,1%
COc1ccc2cc1Oc1ccc(cc1)C[C@H]1c3c(cc4c(c3Oc3cc5c(cc3OC)CCN(C)[C@@H]5C2)OCO4)CCN1C,-1%&-9%,5&-2,-19%,0.0%,-5%,-17%,-7,0%,6%
N#CCc1ccc(NC(=O)CSc2nnc(C3CC3)n2C2CC2)cc1,-1%,5,-15%,0.2%,3%,2%,-3,2%,2%
O=C(O)CCc1ccc2ccccc2c1,-2%,x,x,x,x,x,-3,3%,10%[0.0914 µM]
COc1ccc(/C=C2/CCCC(C(=O)C(F)(F)F)=C2O)cc1OC,5%,-1,-8%,-1.0%,-21%,-28%,1,-17%,-7%
C[C@@H]1CN([C@@H](C)CO)S(=O)(=O)c2ccc(Br)cc2O[C@@H]1CN(C)S(=O)(=O)c1cn(C)cn1,-1%,-5,-26%,x,-1%,4%,-1,0%,x
Cc1c(-c2csc(N)n2)c2ccccc2n1C,-3%,-3,-8%,-1.9%,0%,-2%,20,-4%,-12%
CC(=O)Nc1nonc1-c1nnc(SCC(=O)Nc2ccc(C)cc2C)n1C,-2%,-1,-5%,-1.7%,3%,3%,9,7%,13%
CCCCOc1ccc(C(=O)NNC(=O)c2cnccn2)cc1OC,-8%,-5,-4%,x,3%,-13%,2,0%,12%[57.1 µM]
O=C(/C(=C/O)N=Nc1ccccc1)c1ccco1,0%,0,-25%,-1.0%,5%,8%,-1,-2%,3%[57.1 µM]
CC1Sc2ccc(C(=O)Nc3ccccc3OC(F)F)cc2NC1=O (stereo not drawn),5%,-6,-15%,-0.2%,4%,4%,-3,-4%,0%
Cc1nc(N)c(CC(Br)CBr)c(Cl)n1 (stereo not drawn),-2%,-12,-23%,0.1%,6%,0%,-2,-2%,7%
O=C(Nc1cc(S(=O)(=O)Nc2ccccc2Cl)ccc1O)c1cc2c(s1)CCCC2,-5%,4,-15%,-0.3%,-5%,2%,-7,4%,-4%
COc1ccc(-n2nnnc2SCC(=O)N2C(C)CCCC2C)c(OC)c1 (stereo not drawn),-1%,0,7%,-0.5%,2%,-10%,2,1%,-4%
CCN(CC(=O)Nc1ccc(N2CCOCC2)cc1)C(=O)COc1ccccc1OC,9%,-6,-5%,-2.2%,6%,-2%,-2,0%,-17%[57.1 µM]
COC(=O)Nc1nc2c(s1)CCCC2,4%,-1,-6%,1.5%,6%,-1%,2,6%,5%
O=C(CSc1nnc(-c2ccccc2)c(-c2ccccc2)n1)Nc1ccc(Br)cn1,-5%,2,-2%,-0.9%,2%,-11%,-1,-14%,-14%
COC(=O)c1cc(-c2ccccc2)n(CCN)c1C,-1%,-1,-19%,x,-6%,-6%,-6,-1%,11%[57.1 µM]
CCc1ccc(C(=O)NCc2cnn(C)c2)s1,2%,0,-25%,-2.0%,-5%,8%,-5,-3%,4%
O=C(OCc1cn([C@@H]2C[C@H](c3ccc(Cl)cc3)N(Cc3cccs3)C[C@H]2O)nn1)c1ccccc1,-7%,-3,1%,x,0%,-5%,u,2%,x
CCCCOC(=O)Nc1nccs1,0%,2,-4%,-1.2%,-1%,-8%,-7,-1%,9%
COCCn1c(=O)[nH]c2cc(C(=O)NCCc3ccc(S(N)(=O)=O)cc3)ccc2c1=O,-4%,-12,-21%,1.7%,6%,-1%,-10,-1%,9%[57.1 µM]
O=C(Nc1cccnc1)C1CCCN(S(=O)(=O)c2ccccc2)C1 (stereo not drawn),-3%,1,-24%,2.0%,7%,-1%,-4,-2%,-3%
Nc1ccccc1/C=C/c1ccnc2ccccc12,0%,x,x,x,x,x,2,13µM*,-3%
CCCc1c(O)nc(SC2CC(=O)N(c3ccc(OC)cc3)C2=O)[nH]c1=O (stereo not drawn),0%,-5,-17%,2.1%,8%,-8%,-4,1%,4%
CC1(C)CC(N2CCOCC2)=CC(=S)N1,-1%,-7,x,x,x,x,-3,1%,x
Cc1ccc(NC(=O)CN2CCC(C(N)=O)CC2)cc1[N+](=O)[O-],-1%,-2,-24%,2.9%,15%,3%,0,0%,3%
CCCn1c(=O)c2c(nc3n2CC(C)CN3Cc2ccccc2)n(C)c1=O (stereo not drawn),-6%,-11,-14%,3.4%,-6%,6%,0,0%,-1%
